RGS12 GoLoco inh: inhibitors of human Gai1-RGS12 GoLoco interaction (red fluorophore); P63096; Gai1:RGS12 GoLoco peptide FP, rhodamine, 10 min; Potency, µM (series often up to 61.6 µM), for inactives: at the highest dose activity, negative = inhibition, most hits filed as inhibitors; 0.44% of 230,000 active; AID 880; active = well fitted inhibition curve with a large enough effect, not every such curve was filed as active; inactive = no such curve, though single readings can be large or run the other way; note: nearly all actives have a fitted effect of over 30% in size; many of its hits are not listed in these tables
RECQ1 helicase: blocks DNA unwinding by human RECQ1; P46063; RECQ1 DNA unwinding, red fluorescence kinetic read; Potency, µM (doses to about 57.3 µM), without a hit: at the top dose activity, negative = inhibition, usual class: inhibitors; 0.54% of 240,000 active; AID 2549;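 note: plate controls were vehicle for no effect and no enzyme for full effect; nearly all actives have a fitted effect of over 30% in size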
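50 nM RECQ1T1 preincubated 15 min with compound in Tris pH 8.0 buffer with MgCl2, DTT, Tween-20 and 2.5 ug/ml poly(dI-dC); started with 200 nM TAMRA/BHQ-2 forked duplex and 2 mM ATP. Unwinding read as fluorescence (525/598 nm), two reads 2 h apart.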
Tau ThT inhib: blocks human tau fibril formation measured by thioflavin T; P10636; Potency, µM (series often up to 57.4 µM), without a hit: top-dose activity, negative = inhibition, most hits filed as inhibitors; 2.1% of 270,000 active; AID 1460; recombinant tau K18 P301L (four-repeat tau fragment), heparin-induced fibrillization, ThT fluorescence; note: nearly all actives have a fitted effect of over 55% in size
Target sequence (P10636 561-689 P618L limits assumed): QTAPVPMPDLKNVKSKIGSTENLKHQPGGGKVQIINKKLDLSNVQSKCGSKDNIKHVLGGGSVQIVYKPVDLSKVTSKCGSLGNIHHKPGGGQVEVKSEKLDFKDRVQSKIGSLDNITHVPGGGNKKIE
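Recombinant human tau K18 fragment […] carrying P301L, 15 uM unlabeled plus 0.24 uM Alexa 594-labeled, was fibrillized with 20 uM heparin in 100 mM sodium acetate pH 7 for 6 hr at 37 C; 30 uM ThT fluorescence read after 1 hr.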
TRb-SRC2 inh: inhibitors of human thyroid hormone receptor beta-SRC2 interaction | Potency, µM (top dose mostly 106 µM), without a hit: at the top dose activity change, negative = inhibition, most hits filed as inhibitors | AID 1469 | TRbeta-SRC2 peptide binding, fluorescence polarization; receptor liganded with 1 µM T3 | 0.065% of 280,000 active;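 note: plate controls were bound peptide for no effect and peptide without receptor for full effect; nearly all actives have a fitted effect of over 50% in size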
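Polarization signal, normalized between peptide-alone and full complex controls, measured compound effects on T3-liganded human TRb LBD (0.6 uM) binding 20 nM Texas Red SRC2 peptide after 5 hr.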
L3MBTL1 block: blocks human L3MBTL1. Q9Y468. AlphaScreen L3MBTL1–H3K9me1 peptide binding. Potency, µM (titrated, usually from 57.1 µM), inactives show top-dose activity, negative = inhibition, most hits filed as inhibitors. 0.66% of 230,000 active; note: nearly all actives have a fitted effect of over 60% in size
Target sequence (Q9Y468 whole entry, looked up): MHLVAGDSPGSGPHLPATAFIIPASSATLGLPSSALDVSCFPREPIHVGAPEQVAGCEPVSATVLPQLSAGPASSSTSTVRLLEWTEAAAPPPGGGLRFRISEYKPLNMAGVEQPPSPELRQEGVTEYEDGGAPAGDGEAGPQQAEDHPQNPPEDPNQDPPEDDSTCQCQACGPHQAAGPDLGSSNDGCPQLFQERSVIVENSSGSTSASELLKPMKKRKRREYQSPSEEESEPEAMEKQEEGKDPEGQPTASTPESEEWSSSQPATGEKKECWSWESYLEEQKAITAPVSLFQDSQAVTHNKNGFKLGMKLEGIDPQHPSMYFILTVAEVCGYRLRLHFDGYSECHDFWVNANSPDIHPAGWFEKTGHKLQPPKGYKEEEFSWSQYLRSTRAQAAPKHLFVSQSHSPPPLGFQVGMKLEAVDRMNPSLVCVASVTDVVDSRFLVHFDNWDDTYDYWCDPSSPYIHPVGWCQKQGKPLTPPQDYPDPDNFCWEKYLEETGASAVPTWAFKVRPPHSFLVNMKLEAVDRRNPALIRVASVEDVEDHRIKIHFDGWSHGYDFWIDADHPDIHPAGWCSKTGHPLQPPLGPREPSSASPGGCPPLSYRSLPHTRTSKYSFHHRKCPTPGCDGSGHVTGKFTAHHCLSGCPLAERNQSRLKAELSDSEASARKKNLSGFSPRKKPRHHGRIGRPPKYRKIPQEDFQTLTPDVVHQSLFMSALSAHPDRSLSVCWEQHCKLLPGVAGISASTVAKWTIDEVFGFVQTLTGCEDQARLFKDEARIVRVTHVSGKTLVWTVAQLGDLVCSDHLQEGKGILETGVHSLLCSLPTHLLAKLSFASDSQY
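AlphaScreen proximity signal between nickel-chelate acceptor and streptavidin donor beads (final 10 ug/mL) reports binding of 50 nM L3MBTL1 to 75 nM biotin-H3 K9me1 peptide; complex incubated with compounds 30 min at room temperature; cefsulodin titration as control.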
KDM4E inh: JMJD2E (human) inhibition; 1.6% of 230,000 active; AID 2147; Potency, µM (highest dose often 57.1 µM), for the others: top-dose activity change, negative = inhibition, most hits filed as inhibitors; JMJD2E catalytic domain, FDH-coupled NADH fluorescence (FDH is formaldehyde dehydrogenase); active = well fitted inhibition curve with a large enough effect, not every such curve was filed as active; inconclusive = small, poorly fitted or top-dose-only effect, or another doubt; inactive = no such curve, though single readings can be large or run the other way;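 note: 0% = wells with enzyme and -100% = buffer wells without enzyme; nearly all actives have a fitted effect of over 50% in size; many of its hits are not listed in these tables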
TR SRC2 fluor cs: Texas Red fluorescence interference in TRb-SRC2 counter-screen | AID 1479 | TRb/SRC2 Texas Red total fluorescence interference | Potency, µM (doses to about 106 µM), for the others: at the top dose fluorescence change, negative = quenching | 0.29% of 280,000 active; active = well fitted curve in either direction with a large enough effect; inconclusive = small, poorly fitted or top-dose-only effect
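Human TRb ligand-binding domain at 0.6 uM with 20 nM Texas Red SRC2 peptide in Tris buffer containing 1 uM T3 and 5% DMSO, incubated with compound 5 h at ambient temperature. Total fluorescence (555/632 nm) calculated as parallel + 2 × perpendicular.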
Tau FP inhib: blocks human tau fibril formation measured by polarization | P10636 | K18 P301L tau heparin fibrillization, Alexa594 FP, 6 h | Potency, µM (highest dose often 57.7 µM), for inactives: at the top dose activity, negative = inhibition, actives largely listed as inhibitors | 0.39% of 280,000 active | AID 1468; note: nearly all actives have a fitted effect of over 55% in size
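Human K18 P301L fragment (15 uM unlabeled plus 0.24 uM Alexa 594-labeled) in 100 mM sodium acetate pH 7 with compound, aggregation induced by 20 uM heparin for 6 hr at 37 C. ThT (30 uM) added for 1 hr, then Alexa 594 FP read.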
* hit, by the source's call; i = inactive; ? = inconclusive; nt = not tested or not shown; & = joins results of further samples; [ ] = dose if it differs, or a comment. Unless noted, calls come from the whole dose curve; as a rule, active = well fitted curve in the direction sought with a large enough effect; inconclusive = small, poorly fitted or top-dose-only effect, or another doubt; inactive = no such curve, though single readings can be large; an effect the other way counts as inactive or inconclusive. Unless noted, % is set by controls: 0 for no effect and ±100 for the full control effect; potency is the fitted concentration of half-maximal effect.

| structure | RGS12 GoLoco inh | RECQ1 helicase | Tau ThT inhib | TRb-SRC2 inh | L3MBTL1 block | KDM4E inh | TR SRC2 fluor cs | Tau FP inhib |
| --- | --- | --- | --- | --- | --- | --- | --- | --- |
| O=S(=O)(/N=C(/Nc1ccc(F)cc1F)c1ccccc1)c1ccc(Br)cc1 | 0% | -13% | 1% | 3% | 0% | 11% | -1% | ? |
| COc1ccc(OC)c(NC(=O)CSc2nnc3ccc4ccccc4n23)c1 | nt | nt | -10% | 1% | nt | nt | -19% | 4% |
| CCCn1cc2c(c1-c1ccc(C)cc1)c(=O)n(C)c(=O)n2C | 8% | -10% | -14% | -6% | -9% | -19% | -2% | -6% |
| COc1cc(C(=O)OCC(=O)NCCN2C(=O)CSC2=O)ccc1OCc1c(C)noc1C | -10% | i | -1% | -5% | 20% | 2% | -1% | 0% |
| CCCNC(=O)Nc1ccc(C)cc1C | 1% | -7% | -6% | -7% | nt | 4% | -6% | -13% |
| COc1ccc(C(=O)COc2ccc(C)cc2NC(C)=O)cc1 | 2% | -4% | -12% | -5% | 5% | -3% | 4% | -4% |
| Cc1cc([N+](=O)[O-])nn1CC(=O)NNC(=S)Nc1ccc([N+](=O)[O-])cc1 | 4% | 11% | ? | -1% | 0% | 5% | -2% | 1% |
| Cc1c(C(=O)OC2CCCCC2)[nH]c2c1C(=O)CC(c1ccccc1Cl)C2 (stereo unspecified) | nt | nt | -11% | -12% | nt | nt | 0% | -1% |
| O=C1CCC(C(=O)Nc2nnc(C3CC3)s2)=NN1 | 3% | 7% | ? | -3% | ? | 1% | -2% | 0% |
| COc1cccc(C(=O)N2CCN(Cc3cn[nH]c3-c3ccc(F)cc3F)CC2)c1 | 4% | 0% | -2% | -2% | 1% | 3% | -4% | -22% |
| CSCC[C@H](NC(=O)NC1CCCC1)C(=O)O | 6% | 5% | 4% | 5% | nt | -5% | -4% | 9% |
| CC(C)NC(NC(=O)Cc1ccccc1)C(Cl)(Cl)Cl (stereo unspecified) | 6% | i | 9% | -1% | 8% | -3% | -1% | 3% |
| CC1(C)CC2(CCO1)OC(=O)CC2C(=O)Nc1ccccc1Cl (stereo unspecified) | 13% | -4% | -6% | -3% | 10% | 7% | -4% | -7% |
| C=CC1(C)CC(=O)C2(O)C(C)(O1)C(OC(C)=O)C(O)C1C(C)(C)CCC(O)C12C (stereo unspecified) | -11%&-4% | -3% | 1%&-3% | 4%&-1% | nt | 2% | -16%&3% | -4%&-11% |
| CCC(C)(C)NC(=O)CCCSc1nc2ccccc2s1 | 3% | 21% | -5% | -11% | 36%[activator] | 2% | -3% | 1% |
| Cc1ccc(Cn2ccnc2SCC(=O)NCc2ccccc2)cc1 | nt | nt | 3% | 2% | nt | nt | -3% | -4% |
| CCOC(=O)Cc1csc(NC(=O)/C=C\c2ccccc2)n1 | 17% | -1% | 0% | 0% | nt | -4% | -2% | 3% |
| O=C1CC(N2CCN(c3ccc(Cl)c(Cl)c3)CC2)C(=O)N1 (stereo unspecified) | 0% | 9% | 3% | 15% | 6% | 6% | -1% | 0% |
| COc1ccc(C)cc1NC(=O)C(Cc1ccccc1)NS(=O)(=O)c1ccc(Br)s1 (stereo unspecified) | nt | nt | -3% | -7% | nt | nt | 0% | -2% |
| CCOC(=O)c1[nH]c2ccc(OC)cc2c1NC(=O)/C=C/c1ccc2c(c1)OCO2 | -32% | 3% | -3% | 7% | -2% | 0% | 3% | -1% |
| COc1ccc(OCC(=O)Nc2ccc(N3CCOCC3)cc2)cc1 | -7% | -2% | ? | -7% | -4% | 0% | -1% | 9% |
| FC(F)(F)c1cccc(N2CCc3cn[nH]c32)c1 | 5% | -2% | ? | -6% | -4% | ? | -4% | 4% |
| O=C(Cn1c(-c2ccccc2)c[n+]2ccsc12)c1ccc([N+](=O)[O-])cc1 | 2% | -7% | -10% | -8% | 0% | 7% | -2% | 4% |
| O=C(OCc1cnc(Cl)s1)c1cccc(Cl)c1Cl | -17% | -8% | -6% | 3% | 46%[activator] | -1% | -2% | 4% |
| COc1ccc(Cn2c(C(=O)O)c(CNCC(C)c3ccccc3)c3ccc(OC)cc32)cc1 (stereo unspecified) | nt | nt | -2% | -5% | nt | nt | -2% | 11% |
| Cc1cc(C(=O)O)c(=O)[nH]c1C | 1% | -2% | 1% | 3% | 5% | ? | -1% | -1% |
| O=C(O)CNC(=O)c1ccccc1NC(=O)c1ccco1 | -5% | i | -4% | 3% | nt | 3% | -1% | 5% |
| CCOc1ccc(NC(=O)c2ccc3snnc3c2)cc1 | 8% | -3% | ? | 0%&4% | 3% | 2% | -2%&-7% | -10%&4% |
| COc1cc(OC)cc(C(=O)NCC(=O)OC2CCOC2=O)c1 (stereo unspecified) | 0% | -18% | -2% | -1% | 4% | 4% | 1% | -3% |
| CC(=O)Nc1ccc(S(=O)(=O)Nc2nc3ccccc3nc2N2CCCC2)cc1 | 4% | -2% | -6% | 1% | 9% | -21% | 0% | -5% |
| CNC(=O)NCC12CC3CC(CC(C3)C1)C2 | 6% | -9% | 2% | 8% | 4% | 5% | 0% | 3% |
| Cc1ccc2[nH]c(=O)c(C(c3nnnn3C3CCCC3)N3CCCc4ccccc43)cc2c1 (stereo unspecified) | 6% | 5% | ? | 1% | 10% | ? | 1% | 11% |
| O=C(/C=C/c1ccco1)NCC1(c2ccccc2)CCCC1 | 7% | -5% | -10% | 0% | 0% | 2% | 0% | 2% |
| COc1ccc(S(=O)(=O)n2nc(-c3ccc(Cl)cc3)cc2N)cc1 | 15% | i | nt | -2% | nt | 1% | 0% | -49% |
| COc1cc(C)nc(N2CCCC(C(=O)NCC(C)C)C2)n1 (stereo unspecified) | -2% | -3% | 4% | -5% | 0% | ? | -7% | -2% |
| Cc1ccsc1C(=O)C1CCCN(Cc2cccn2-c2ccc(Cl)cn2)C1 (stereo unspecified) | 3% | -6% | -8% | 0% | -24% | -1% | 2% | 0% |
| CCNS(=O)(=O)c1ccc(C(=O)Nc2ccccc2)cc1 | -1% | i | 0% | 1% | nt | 5% | -2% | -4% |
| CCc1ccccc1NC(=O)Cn1cc(S(=O)(=O)N2CCCC2)c(S(=O)(=O)N2CCCC2)c1 | nt | nt | 3% | 0% | nt | nt | -15% | -7% |
| Cc1ccc(C)c(CN2C(=O)c3ccccc3Sc3ccc(C(=O)NCCCOC(C)C)cc32)c1 | nt | nt | -15% | 0% | nt | nt | 1% | 2% |
| Cc1ccc(CS(=O)(=O)CCC(=O)NCc2ccc3c(c2)OCO3)cc1 | 3% | -1% | -8% | -4% | -7% | -3% | -1% | -1% |
| COc1ccc(C(=O)N2CCN(S(=O)(=O)N3CCOCC3)CC2)cc1OC | -3% | -8% | 2% | 5% | -2% | -1% | -4% | -1% |
| COc1ccc2cc(CN(Cc3ccco3)C(c3nnnn3C3CCCCC3)C(C)C)c(=O)[nH]c2c1 (stereo unspecified) | 6% | -5% | -13% | -1% | 5% | -9% | -2% | -7% |
| CN(Cc1ccccc1)S(=O)(=O)c1ccc2[nH]cc(C(=O)NCC3CCCO3)c(=O)c2c1 (stereo unspecified) | 6% | -6% | -12% | -3% | 2% | ? | -5% | ? |
| Oc1ccc(Cl)cc1/C=N/c1nccs1 | -3% | -8% | -9% | -7% | 0% | 5% | 1% | 11% |
| O=C(Cn1c(O)c(/C=C2\C=Nc3ccccc32)sc1=O)Nc1ccc2c(c1)OCO2 | 112%[activator] | 0% | -1% | 6% | -2% | -5% | 2% | -5% |
| COc1ccc(NC(=O)N(CCO)Cc2cc3c(C)cc(C)cc3[nH]c2=O)cc1 | 6% | 0% | ? | -14% | 0% | -25% | 1% | 6% |
| CN(C(=O)c1ccco1)c1nc(CC(=O)Nc2ccccc2)cs1 | -8% | -2% | ? | 7% | -3% | -6% | -1% | -4% |
| Cc1cc(Cl)ccc1Oc1ncc(CN2CCN(c3ccccc3)CC2)s1 | -2% | -12% | ? | -6% | nt | -4% | -1% | 3% |
| CSc1nc2ccc(NS(=O)(=O)c3ccc(Cl)s3)cc2s1 | 15% | -8% | ? | 4% | 1% | -16% | -1% | -10% |
| COc1ccc(-c2csc(NC(=O)CSc3nc(SC)ns3)n2)cc1 | 10% | ? | -14% | 7% | -6% | 5% | 1% | ? |
| Cc1cc(NC(=O)CSc2nnc(Cc3ccccc3)o2)no1 | 10% | -2% | -8% | -2% | nt | 0% | -3% | 0% |
| Cn1c(SCc2ccc(C#N)cc2)nnc1-c1cccc(Cl)c1 | -17% | 1% | ? | 8% | 5% | 5% | 2% | -5% |
| Cc1cccc(-n2cc(CN3CCN(Cc4nccn4C)CC3)c(-c3cccc(F)c3)n2)c1 | -1% | -10% | -14% | -5% | -9% | -13% | -8% | -4% |
| C/C(=C\c1ccccc1)C(=O)n1nnc2ccccc21 | 1% | i | -15% | -3% | -1% | 2% | 2% | -1% |
| COC(=O)c1c(NC(=O)CSc2nnnn2-c2ccccc2)sc2c1CCCC2 | 7% | -19% | -6% | -5% | -6% | -1% | 2% | -3% |
| CCCOc1ccc(N2C(=O)CC(SC(=N)N3N=C(c4ccccc4)CC3c3ccccc3)C2=O)cc1 (stereo unspecified) | 19% | -12% | -9% | -1% | nt | ? | -1% | ? |
| CC(NC(=O)Nc1cccc(Cl)c1)C(c1cccs1)N1CCCC1 (stereo unspecified) | -15% | -1% | 5% | 1% | -2% | 10% | 3% | 1% |
| O=C(COC(=O)Cn1cnc2ccccc21)Nc1cc(S(=O)(=O)N2CCOCC2)ccc1Cl | 7% | i | -4% | -1% | nt | 14% | 1% | -3% |

Compound activity as filed in PubChem.

Not all compounds are listed; count on the stated rates, not on these rows.
